ROS inducer = ROS inducers in U2OS cancer cells, primary screen, cell-based, H2DCF-DA fluorescence; U2OS ROS induction; ROS induction (% of piperlongumine), % at 10 µM; 46,000 compounds, 2% hits; in the data active = ROS induction above about 79%, passing the limit was not always enough; inconclusive = no clear call, values can overlap the other calls;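 note: 0% = DMSO vehicle median and 100% = reference compound median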
An asterisk follows results filed as active; ? = inconclusive. An excerpt. The share of hits here may be higher or lower than overall.

SMILES | ROS inducer
Cc1ccc(S(=O)(=O)N(C)C[C@H]2Oc3ccc(NS(=O)(=O)c4c(C)noc4C)cc3C(=O)N([C@H](C)CO)C[C@H]2C)cc1 | 5.2
Cc1ccc(S(=O)(=O)N(C)C[C@@H]2Oc3ccc(NS(=O)(=O)c4ccccc4)cc3C(=O)N([C@H](C)CO)C[C@H]2C)cc1 | -11.2
CN(C)CCCN1C(=O)C2C3C=CC(C3)C2C1=O (stereo unspecified) | -13.0
O=c1[nH]nc(CSc2ccc(Cl)cc2)c2ccccc12 | -4.7
C[C@@H]1CN([C@H](C)CO)C(=O)Cc2cc(NC(=O)Cn3cnnn3)ccc2O[C@@H]1CN(C)S(=O)(=O)c1ccc(Cl)cc1 | -6.5
C[C@H](CO)N1C[C@H](C)[C@H](CN(C)S(=O)(=O)c2cccc(F)c2)Oc2ncc(-c3ccc(F)cc3)cc2C1=O | -1.7
COc1ccc2c(c1)c(=O)oc1cc(O)ccc12 | 4.4
COc1ccc(OC)c(NC(=O)CSc2n[nH]c(-c3ccncc3)n2)c1 | 148.0*
COc1ccc(C(=O)Nc2sc3c(c2C(=O)Nc2cccc(OC)c2)CCC3)cc1 | 33.7
C[C@H]1CN([C@@H](C)CO)C(=O)Cc2cc(NC(=O)Nc3ccc(C(F)(F)F)cc3)ccc2O[C@H]1CN(C)Cc1ccc(Cl)c(Cl)c1 | 21.2
COc1ccc(NC(=O)N(C)C[C@H]2Oc3ccc(NC(=O)Cc4ccccc4)cc3CC(=O)N([C@@H](C)CO)C[C@@H]2C)cc1 | 99.5*
O=S(=O)(N[C@@H]1CCCN(Cc2cccc(OCCO)c2)C1)c1ccccc1 | 34.0
C[C@@H]1CN([C@H](C)CO)C(=O)Cc2cc(NC(=O)Cc3cn(C)c4ccccc34)ccc2O[C@@H]1CN(C)Cc1ccc(C(=O)Nc2ccccc2N)cc1 | 85.8*
C[C@@H]1CN([C@@H](C)CO)C(=O)c2cc(NC(=O)NC3CCCCC3)ccc2O[C@@H]1CN(C)Cc1ccc(Oc2ccccc2)cc1 | 8.8
COC(=O)N(C)C[C@H]1OCc2cnnn2CCCC(=O)N([C@H](C)CO)C[C@@H]1C | -3.3
O=C(O)CC1(CC(=O)N2CCN(C(c3ccccc3)c3ccccc3)CC2)CCCC1 | 5.3
COC(=O)c1c(C)oc2ccc(N(C(C)=O)S(=O)(=O)c3ccc4ccccc4c3)cc12 | 57.5
O=[N+]([O-])c1ccccc1/C=C/c1ccncc1 | 12.7
CNC(=O)CN(C#N)c1nc(C)cc(C)n1 | 28.5
COc1ccc(NC(=O)c2c(NC(=O)Cc3ccc(OC)c(OC)c3)sc3c2CCC3)cc1 | 2.7
COc1ccc(NC(=O)N(C)C[C@H]2Oc3ccc(NS(=O)(=O)c4ccccc4)cc3CC(=O)N([C@@H](C)CO)C[C@@H]2C)cc1 | 4.0
c1ccc(-c2cc3c(N4CCc5ccccc54)ncnc3s2)cc1 | 43.6
Cc1ccc(S(=O)(=O)Nc2ccc3c(c2)C(=O)N([C@@H](C)CO)C[C@@H](C)[C@@H](CN(C)C(=O)Nc2c(C)noc2C)O3)cc1 | -3.8
COCc1nc2c([nH]1)C(c1ccccc1COc1ccc(Cl)cc1)C(C#N)=C(N)O2 (stereo unspecified) | 46.6
C[C@@H]1CN([C@H](C)CO)C(=O)CCCn2cc(nn2)CO[C@@H]1CN(C)Cc1ccc2c(c1)OCO2 | 3.6
CNC[C@@H]1Oc2ccc(NS(=O)(=O)c3cn(C)cn3)cc2C(=O)N([C@H](C)CO)C[C@@H]1C | 4.2
O=C(/C=C/c1ccc(O)cc1)OC[C@H]1O[C@@H](O[C@@H]2OC=C[C@H]3[C@H](O)[C@@H]4O[C@]4(CO)[C@@H]23)[C@H](O)[C@@H](O)[C@@H]1O | -3.8
C[C@@H]1CN([C@H](C)CO)C(=O)c2cc(NC(=O)NC3CCCCC3)ccc2O[C@H]1CN(C)C(=O)Nc1cccc2ccccc12 | -12.6
C=CCNC(=O)CCN1C(=O)COc2ccccc21 | -7.4
C[C@@H]1CCCCO[C@@H](CN(C)Cc2ccc(C(=O)O)cc2)[C@@H](C)CN([C@H](C)CO)C(=O)c2cc(NC(=O)c3ccccc3)ccc2O1 | 4.2

Among those listed so far, these contain fluorine:
SMILES | ROS inducer
C[C@H](CO)N1C[C@H](C)[C@H](CN(C)S(=O)(=O)c2cccc(F)c2)Oc2ncc(-c3ccc(F)cc3)cc2C1=O | -1.7
C[C@H]1CN([C@@H](C)CO)C(=O)Cc2cc(NC(=O)Nc3ccc(C(F)(F)F)cc3)ccc2O[C@H]1CN(C)Cc1ccc(Cl)c(Cl)c1 | 21.2

More records follow:
SMILES | ROS inducer
Cc1ccc(-n2c(SCC(=O)N3CCCCC3)nc3c([nH]c4ccccc43)c2=O)cc1 | 25.6
COc1ccc(NC(=O)N(C)C[C@@H]2Oc3ccc(NC(=O)Nc4ccccc4)cc3CC(=O)N([C@@H](C)CO)C[C@@H]2C)cc1 | -4.4
O=C(CSc1nnc(-c2ccccc2Cl)n1-c1ccccc1)Nc1ccc(Br)cc1 | -0.2
FC(F)(F)c1cc(-c2ccccc2)nc2c(-c3ccccc3)cnn12 | 13.8
Cc1ccc(S(=O)(=O)N(C)C[C@@H]2Oc3ccc(NC(=O)Nc4ccc5c(c4)OCO5)cc3C(=O)N([C@H](C)CO)C[C@@H]2C)cc1 | 18.5
Cc1ccc2cccc(OCc3nnc(SCC(N)=O)n3C)c2n1 | -3.8
COc1ccc(S(=O)(=O)N(C)C[C@@H]2Oc3ncc(C#Cc4ccc(OC)c(OC)c4)cc3C(=O)N([C@H](C)CO)C[C@@H]2C)cc1 | 61.7
COC(=O)C[C@H]1C(C)(C)[C@@H](OC(C)=O)[C@@H]2CC3=C4CC(=O)O[C@@H](c5ccoc5)[C@]4(C)CCC3[C@@]1(C)C2=O (stereo partly specified) | 20.2
CCc1cccc(NC(=O)C2c3ccccc3Oc3ccccc32)c1 | -15.5
COC(=O)c1ccc(C2C(Oc3ccccc3)C(=O)N2CCc2ccc(OC)c(OC)c2)cc1 (stereo unspecified) | 5.8
O=C(N/N=C/c1cn(Cc2ccccc2)c2ccccc12)c1ccccc1O | 9.5
Cc1ccc(N(CC(=O)NC2CCCC2)S(C)(=O)=O)cc1Cl | -8.4
CC(C)NC(=O)Nc1cccc2c1O[C@@H](CN(C)Cc1ccc(-c3ccccc3)cc1)[C@@H](C)CN([C@H](C)CO)C2=O | 1.8
COC(=O)c1ccccc1N(C)C(=O)c1cccc(S(=O)(=O)N2CCCCC2)c1 | 4.7
O=C(CCCN1C(=O)c2ccccc2C1=O)Nc1cccc(F)c1 | -2.1

Quoted at random: 6 records from the list.
SMILES | ROS inducer
CCc1cccc(NC(=O)C2c3ccccc3Oc3ccccc32)c1 | -15.5
CC(C)NC(=O)Nc1cccc2c1O[C@@H](CN(C)Cc1ccc(-c3ccccc3)cc1)[C@@H](C)CN([C@H](C)CO)C2=O | 1.8
C[C@H]1CN([C@@H](C)CO)C(=O)Cc2cc(NC(=O)Nc3ccc(C(F)(F)F)cc3)ccc2O[C@H]1CN(C)Cc1ccc(Cl)c(Cl)c1 | 21.2
O=C(O)CC1(CC(=O)N2CCN(C(c3ccccc3)c3ccccc3)CC2)CCCC1 | 5.3
COc1ccc(NC(=O)N(C)C[C@H]2Oc3ccc(NS(=O)(=O)c4ccccc4)cc3CC(=O)N([C@@H](C)CO)C[C@@H]2C)cc1 | 4.0
COC(=O)c1ccccc1N(C)C(=O)c1cccc(S(=O)(=O)N2CCCCC2)c1 | 4.7

Further results:
SMILES | ROS inducer
C[C@@H]1CN([C@@H](C)CO)C(=O)Cc2cc(NS(=O)(=O)c3ccc(Cl)cc3)ccc2O[C@@H]1CN(C)C(=O)Nc1ccc(F)cc1 | 1.1
CCC(Sc1nnc2c3ccccc3n(C)c2n1)C(=O)Nc1cccc2ccccc12 (stereo unspecified) | -1.7
O=C(Oc1cccc(C(F)(F)F)c1)c1cc2ccc3ccccc3c2s1 | 40.3
C[C@@H]1CN([C@H](C)CO)C(=O)Cc2cc(NC(=O)CCN3CCOCC3)ccc2O[C@H]1CN(C)C(=O)Nc1cccc2ccccc12 | 39.1
CCCCN(C(=O)c1ccccc1)C1CC2CCC(C1)N2C (stereo unspecified) | -2.7
COc1ccc(S(=O)(=O)N(C)C[C@@H]2Oc3ccc(NS(=O)(=O)c4cccs4)cc3CC(=O)N([C@@H](C)CO)C[C@@H]2C)cc1 | -0.2
COc1cc(OC)c2c(=O)c(-c3ccccc3)coc2c1 | 5.9
Cc1noc(C)c1NC(=O)Nc1cccc2c1O[C@H](CN(C)Cc1ccc(C(F)(F)F)cc1)[C@H](C)CN([C@@H](C)CO)C2=O | -18.7
CS(=O)(=O)N(CC(=O)Nc1ccc2ccccc2c1)c1ccc(F)cc1 | -4.0
CC(=O)OC[C@H]1O[C@@H](n2cc(C)c(=O)[nH]c2=O)C[C@@H]1OC(C)=O | -5.4
O=C(Cn1ccc([N+](=O)[O-])n1)Nc1ccc(F)cc1 | -1.5
COc1ccc(NC(=O)Nc2ccc3c(c2)CC(=O)N([C@@H](C)CO)C[C@@H](C)[C@@H](CN(C)C(=O)Nc2ccccc2)O3)cc1 | -2.0
CC(C)NC(=O)N(C)C[C@H]1Oc2ccc(NC(=O)C3CCCCC3)cc2CC(=O)N([C@H](C)CO)C[C@H]1C | -2.4
O=C(O)CCCCCC(=O)N/N=C/c1ccoc1 | -4.8
Cc1ccc(CSCc2ccc(C(=O)NC3CCCC3)o2)cc1 | 1.9
Cc1ccc(S(=O)(=O)Nc2cccc3c2O[C@@H](CN(C)C(=O)NC2CCCCC2)[C@@H](C)CN([C@@H](C)CO)C3=O)cc1 | 44.4
CCC(C)NC(=O)CSc1nc2ccsc2c(=O)n1Cc1ccc(OC)cc1 (stereo unspecified) | -11.0
CCOC(=O)N1CCN(C(=O)CN(c2cc(C(F)(F)F)ccc2Cl)S(C)(=O)=O)CC1 | -6.0
Cc1nc(O)c(C(c2ccccc2F)C(C#N)C#N)[nH]1 (stereo unspecified) | -9.3
Cc1nc2ccccc2c(=O)n1NCc1ccccc1Br | 4.0
Cc1ccc(S(=O)(=O)N(C)C[C@H]2OCCCC[C@@H](C)Oc3ccc(NC(=O)Nc4ccc(F)cc4)cc3C(=O)N([C@H](C)CO)C[C@@H]2C)cc1 | 12.8
COc1cccc(NC(=O)N(C)C[C@@H]2OCc3cn(nn3)CCCC(=O)N([C@@H](C)CO)C[C@@H]2C)c1 | 18.2
O=C(c1nc2ncccn2n1)N1CCc2ccccc2C1 | 5.9
C[C@@H]1CN([C@H](C)CO)C(=O)Cc2cc(NS(C)(=O)=O)ccc2O[C@H]1CN(C)S(=O)(=O)c1cn(C)cn1 | 25.3
CC1CC(C)CN(c2ccc(NS(=O)(=O)c3ccccc3)cc2C(=O)O)C1 (stereo unspecified) | 7.1
C[C@@H]1CN([C@@H](C)CO)C(=O)c2cc(NC(=O)c3ccncc3)ccc2O[C@@H]1CN(C)Cc1ccc(C(=O)Nc2ccccc2N)cc1 | -1.9
C[C@@H]1CN([C@H](C)CO)C(=O)c2cc(N(C)C)ccc2O[C@@H]1CN(C)Cc1ccc(C(=O)Nc2ccccc2N)cc1 | 36.8
O=C(COc1ccc(C(=O)Nc2ccc(Cl)cc2)cc1)Nc1ccccc1C(F)(F)F | -3.2
CC(C)c1ccc(NC(=S)NCc2ccc(C#N)cc2)cc1 | -7.7
NC(=O)CCN1C(=O)c2ccccc2C1=O | 3.7
C[C@@H]1CN([C@@H](C)CO)C(=O)Cc2cc(N(C)C)ccc2O[C@@H]1CN(C)S(=O)(=O)c1cccs1 | 7.2
C[C@@H]1CN([C@H](C)CO)C(=O)Cc2cc(NS(=O)(=O)c3cccs3)ccc2O[C@@H]1CN(C)S(C)(=O)=O | -5.4
COc1ccc(NC(=O)N(C)C[C@H]2Oc3c(NC(=O)NC(C)C)cccc3C(=O)N([C@@H](C)CO)C[C@H]2C)cc1 | -2.4
CNC(=O)NC(=O)CSc1ncnc2sc(-c3ccccc3)cc12 | 5.8
Brc1ccc(N=C(c2ccccc2)c2ccncc2)cc1 | 65.5
C[C@H](CO)N1C[C@H](C)[C@H](CN(C)Cc2ccc(C(F)(F)F)cc2)OCc2cnnn2CCCC1=O | ?
C[C@H](CO)N1C[C@H](C)[C@H](CN(C)S(C)(=O)=O)Oc2c(NC(=O)Nc3ccc(F)cc3)cccc2C1=O | -2.1
Cc1ccc(S(=O)(=O)Nc2ccc3c(c2)C(=O)N([C@H](C)CO)C[C@@H](C)[C@H](CN(C)Cc2ccc(C(=O)Nc4ccccc4N)cc2)O3)cc1 | 39.7
COc1ccc(NC(=O)CSc2nc(N3CCCCC3)nc(N3CCCCC3)n2)cc1 | 1.3
CCOC(=O)c1c(NC(=O)c2ccc(C)c(S(=O)(=O)N3CCCC3)c2)sc(C)c1C | -3.3
CNS(=O)(=O)c1c(I)ccc2ccccc12 | -12.1
Cc1noc(C)c1NC(=O)N(C)C[C@@H]1Oc2c(NS(=O)(=O)c3ccc(Cl)cc3)cccc2C(=O)N([C@@H](C)CO)C[C@H]1C | -5.4
COC(=O)C(C#N)C(c1cccnc1)c1c(C)[nH][nH]c1=O (stereo unspecified) | 16.1
C[C@H](CO)N1C[C@H](C)[C@@H](CN(C)CC2CCCCC2)Oc2c(NC(=O)c3ccncc3)cccc2C1=O | 14.0
Cc1cc(C)c(NC(=O)CSc2nc(-c3ccccc3)cc(=O)[nH]2)c([N+](=O)[O-])c1 | -4.7
O=c1c2ccccc2nc(SCc2ccc(Cl)cc2)n1Cc1cccs1 | -6.6
Cc1ccsc1/C=N\NC(=O)CCCCCC(=O)NO | -7.8
C[C@@H]1CN([C@H](C)CO)C(=O)Cc2cc(NC(=O)c3ccncc3)ccc2O[C@H]1CN(C)CC1CC1 | 3.5
COc1ccc(-c2cc(C(F)(F)F)n3nc(C(=O)NCc4ccco4)cc3n2)cc1OC | 32.8
CCCN(C(=O)Cc1c(C(=O)O)n(CC)c2ccccc12)c1cccc(Cl)c1 | 10.7
C[C@@H]1CN([C@@H](C)CO)C(=O)Cc2cc(NC(=O)CCN3CCOCC3)ccc2O[C@@H]1CN(C)C(=O)Nc1ccc(F)cc1 | -13.1
C[C@H](CO)N1C[C@H](C)[C@@H](CN(C)CC2CC2)Oc2c(NS(C)(=O)=O)cccc2C1=O | 0.3
CCOC(=O)N1CCN(C(=O)c2ccco2)CC1 | -4.3
O=C(COc1cccc2ccccc12)Nc1cc(C(=O)O)cc(C(=O)O)c1 | -15.7
